Screening results (PubChem BioAssay)
PKM2 act = qHTS Assay for Activators of Human Muscle isoform 2 Pyruvate Kinase | purified PKM2, Kinase-Glo ATP luminescence, activation; response scale: 0% is enzyme alone, no compound | Potency, µM (series often up to 57.5 µM), for inactives: at the top dose activation, actives largely listed as activators | 0.34% of 260,000 active | AID 1631, 2009; also: potency is read from the fitted curve at half-maximal effect; % is scaled to controls: 0 for no effect and ±100 for the full control effect; nearly all actives have a fitted effect of over 55% in size
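Purified hPK-M2 (>95% pure) converted ADP (0.1 mM final) to ATP with 0.5 mM PEP in 50 mM imidazole pH7.2, KCl, MgCl2, Tween 20, BSA; 1 h at room temperature. ATP detected by Kinase-Glo luminescence.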
B2AR arrestin = qHTS assay of beta-arrestin-biased ligands of beta2-adrenergic receptor. Beta-2 adrenergic receptor (Homo sapiens), P07550. AID 492947, 2010. Potency, µM (highest dose often 46.1 µM), inactives show at the highest dose activation, hits mostly activators. beta-arrestin recruitment to beta2AR, cell-based reporter. 0.02% of 330,000 active;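 also: potency is read from the fitted curve at half-maximal effect; 0% = DMSO controls and full agonism = EC100 isoproterenol or metaproterenol; nearly all actives have a fitted effect of over 65% in size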
Target sequence (P07550 whole entry, looked up): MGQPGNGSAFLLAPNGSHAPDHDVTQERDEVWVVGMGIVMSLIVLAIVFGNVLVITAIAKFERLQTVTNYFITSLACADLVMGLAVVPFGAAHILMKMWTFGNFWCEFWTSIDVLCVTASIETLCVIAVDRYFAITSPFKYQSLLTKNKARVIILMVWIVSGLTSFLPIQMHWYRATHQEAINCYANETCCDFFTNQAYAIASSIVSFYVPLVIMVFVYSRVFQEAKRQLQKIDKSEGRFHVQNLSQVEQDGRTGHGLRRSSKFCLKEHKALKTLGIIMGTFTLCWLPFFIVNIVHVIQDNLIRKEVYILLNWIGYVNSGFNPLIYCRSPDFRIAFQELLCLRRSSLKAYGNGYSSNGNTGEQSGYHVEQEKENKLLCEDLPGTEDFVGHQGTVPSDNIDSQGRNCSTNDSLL
Giardia killer = Small Molecules that selectively kill Giardia lamblia: qHTS; Giardia lamblia trophozoite viability; AID 540267, 2011; 0.15% of 340,000 active; activity change, % at 7.66 µM, hits read low; in the data active = activity change below about -80%; inconclusive = between about -30% and that limit;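 also: parasites exposed to compound for two days anaerobically before the ATP read; % is scaled to controls: 0 for no effect and ±100 for the full control effect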
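Trophozoites 100 cells/well + cpd; 48 hrs, 37 deg C, anaerobic. ATPLite 1-Step added, 15-30 min RT, luminescence read (ATP-based viability).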
Integrin act MD = qHTS for Activators of Integrin-Mediated Alleviation for Muscular Dystrophy. alpha7betagal myoblasts, beta-gal FDG fluorescence, 48 h. Potency, µM (titrated, usually from 38.3 µM), inactives show at the top dose activation, most hits filed as activators. 0.064% of 350,000 active. AID 624291, 2012;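 also: potency is read from the fitted curve at half-maximal effect; 100% = response of the positive control SU9516; nearly all actives have a fitted effect of over 60% in size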
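alpha7betagal+/- myoblasts (passage 13, 250/well) treated 48 h at 37C with compounds at 1:260 dilution of DMSO stock. Lysed, then beta-galactosidase activity read as FDG fluorescence (ex 480/em 540) after 30 min, with pre-read for autofluorescence.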
Tb PFK inh = qHTS Assay to Find Inhibitors of T. brucei phosphofructokinase. ATP-dependent 6-phosphofructokinase (Trypanosoma brucei brucei), O15648. T. brucei PFK, ADP-Glo luminescence. Potency, µM (doses to about 57.5 µM), for the others: at the top dose activity, negative = inhibition, usual class: inhibitors. 0.17% of 330,000 active;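 also: potency is read from the fitted curve at half-maximal effect; 0% = uninhibited 1x PFK enzyme wells and -100% = no-enzyme wells; nearly all actives have a fitted effect of over 60% in size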
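Luminescent ADP detection (ADP-Glo, two-step: ATP depletion then ADP-to-ATP conversion for luciferase) reported PFK activity after 45 min room-temperature reaction of 1.25 nM enzyme with 0.5 mM F6P and 0.1 mM ATP at pH 8.0.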
Menin MLL FP TR = qHTS Assay for Inhibitors Targeting the Menin-MLL Interaction in MLL Related Leukemias: Competition With Texas Red Labeled MLL-derived Mutant Peptide; O00255; AID 1768, 2009; 0.23% of 270,000 active; Menin + Texas Red MLL mutant peptide, fluorescence polarization; Potency, µM (highest dose often 61.6 µM), for inactives: at the highest dose FP activity change, negative = inhibition, usual class: inhibitors; active = well fitted inhibition curve with a large enough effect in the polarisation, with a control signal flat, not every such curve was filed as active; inconclusive = small, poorly fitted or top-dose-only effect, or effect the other way, or a change in a side signal; inactive = no such curve, though single readings can be large or run the other way; the % refers to the polarisation; also: potency is read from the fitted curve at half-maximal effect; % of control where 0% means no effect; many of its hits are not listed in these tables
BCR signal inh = qHTS Assay to Find Inhibitors of Chronic Active B-Cell Receptor Signaling | ABC-DLBCL IkBa-CBG/CBR reporter, luminescence ratio, 4 h | Potency, µM (series often up to 46.1 µM), for inactives: at the top dose ratio change, negative = lower green/red ratio, usual class: inhibitors | 0.05% of 340,000 active | AID 493014, 2011; active = well fitted inhibition curve with a large enough effect in the signal ratio, with a control signal flat, not every such curve was filed as active; inconclusive = small, poorly fitted or top-dose-only effect, or effect the other way, or a change in a side signal; the % refers to the signal ratio;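 also: potency is read from the fitted curve at half-maximal effect; plate controls were basal doxycycline-induced cells for no effect and cells given 10 µM MG132 for full effect; MG132 reads +100%, hits lower the ratio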
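Cell line TMD8 (human ABC DLBCL), stably expressing tet-inducible CBG68-IkBa fusion and CBR; IMDM/0.5% FBS; cpd up to 46 uM; dox induction, 4 h, 37C/5% CO2; dual luminescence; green/red ratio; MG132 control.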
GALK inhibitor = qHTS Assay for Inhibitors of Human Galactokinase (GALK); P51570; Purified GALK, Kinase-Glo residual ATP luminescence; Potency, µM (highest dose often 57.5 µM), for inactives: top-dose activity change, negative = inhibition, usual class: inhibitors; 0.007% of 270,000 active; also: potency is read from the fitted curve at half-maximal effect; % is scaled to controls: 0 for no effect and ±100 for the full control effect
Target sequence (P51570 whole entry, looked up): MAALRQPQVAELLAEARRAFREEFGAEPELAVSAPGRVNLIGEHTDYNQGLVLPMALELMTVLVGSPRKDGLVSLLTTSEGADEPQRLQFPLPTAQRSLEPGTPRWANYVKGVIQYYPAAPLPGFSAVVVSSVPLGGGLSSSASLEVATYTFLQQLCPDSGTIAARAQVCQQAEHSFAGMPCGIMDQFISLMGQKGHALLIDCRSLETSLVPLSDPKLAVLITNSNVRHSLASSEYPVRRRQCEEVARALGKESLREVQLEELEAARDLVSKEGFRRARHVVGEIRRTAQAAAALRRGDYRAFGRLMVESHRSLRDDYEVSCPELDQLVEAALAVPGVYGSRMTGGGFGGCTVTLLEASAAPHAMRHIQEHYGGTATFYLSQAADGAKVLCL
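ATP-depletion format; final 35 uM ATP, 100 uM D-galactose, 5 nM enzyme; pH 8.0 HEPES/Mg2+ buffer; 60 min RT; luminescence read 10 min after detection reagent.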
ASM inhibitor = Inhibitors of Secretory Acid Sphingomyelinase (S-ASM): qHTS; Sphingomyelin phosphodiesterase (Homo sapiens), P17405; placental ASM, HMU-PC fluorogenic substrate, 60 min; Potency, µM (series often up to 57.5 µM), without a hit: top-dose activity change, negative = inhibition, most hits filed as inhibitors; 0.006% of 340,000 active; AID 504937, 2011; also: potency is read from the fitted curve at half-maximal effect
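HMU-PC0 cleavage (9 uM final) by human placental ASM, 60 min at 37 °C following 10 min compound exposure at RT; stopped at pH 10, fluorescence Ex 386/Em 447 nm.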
Coupling enz = qHTS Assay for Inhibitors of Fructose-1,6-bisphosphate Aldolase from Giardia Lamblia: Coupling assay counterscreen; coupling enzyme system counterscreen, AmpLite Red fluorescence; activity change, negative = inhibition, % at 58.2 µM, hits read low; 0.67% of 290,000 active; in the data active = activity change below about -30%; also: % is scaled to controls: 0 for no effect and ±100 for the full control effect
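Activity here indicates interference with the coupling reaction, not aldolase inhibition. Compounds at 57.5 uM final met coupling enzymes for 10 min at RT; substrate and AmpLite Red detection followed, with a 525/598 nm fluorescence read after 20 min.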
PTAP TSG101 blk = qHTS Assay for Iinhibitors of HIV-1 Budding by Blocking the Interaction of PTAP/TSG101 | Tumor susceptibility gene 101 protein (Homo sapiens), Q99816 | Fluorescence polarization, FITC-PTAP peptide / Tsg101 binding | Potency, µM (top dose mostly 115 µM), for the others: at the top dose activity change, negative = inhibition, hits mostly inhibitors | 340,000 tested, under 10 active | AID 493005, 2010; active = well fitted inhibition curve with a large enough effect in the main read-out, with a control signal flat, not every such curve was filed as active; inconclusive = small, poorly fitted or top-dose-only effect, or effect the other way, or a change in a side signal; inactive = no such curve, though single readings can be large or run the other way; also: potency is read from the fitted curve at half-maximal effect; % of control where 0% means no effect
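Steps: Tsg101 binding domain dispensed (10 uM final), compounds pinned in DMSO, FITC-labeled PTAP-motif peptide added (50 nM final); after 20 min binding at room temperature, polarization measured.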
Numbers without * were called inactive; ? = inconclusive; nt = not tested or not shown; [ ] = dose if it differs, or a comment. Unless noted, calls follow the shape of the dose curve; as a rule, active = well fitted curve in the direction sought with a large enough effect; inconclusive = small, poorly fitted or top-dose-only effect, or another doubt; inactive = no such curve, though single readings can be large; an effect the other way counts as inactive or inconclusive.

SMILES	PKM2 act	B2AR arrestin	Giardia killer	Integrin act MD	Tb PFK inh	Menin MLL FP TR	BCR signal inh	GALK inhibitor	ASM inhibitor	Coupling enz	PTAP TSG101 blk
Cc1ccc(-n2c(P(C)(=O)O)nc3ccccc32)cc1	nt	-0.9%	12.5	17.9%	-3.0%	-5.3%	2.5%	9.2%	4.4%	2.4	-1.0%
CC(=O)Nc1ccc(N2CCCCC2)c(C(=O)Nc2cccc(C)c2)c1	-0.2%	-0.1%	-12.3	-17.8%	1.5%	3.0%	11.5%	-0.4%	-14.6%	nt	-7.2%
CN(CC(=O)Nc1cccc(F)c1)C(=O)CCCN1C(=O)c2cccc3cccc(c23)C1=O	nt	-0.2%	5.9	-3.2%	-0.3%	nt	10.0%	nt	-7.5%	nt	-9.3%
O=C(CNc1cccc(C(F)(F)F)c1)N/N=C/c1cn(-c2ccccc2)nc1-c1ccccc1	7.9%	-0.7%	0.2	-31.7%	-3.8%	?	3.7%	-2.4%	-1.9%	-3.7	-1.5%
C#CCOCCOCCOCCNc1nc(N2CCN(C(=O)CCCCCCCCCCNC(=O)[C@@H](CCC(=O)O)n3cc(CCCCCN)nn3)CC2)nc(N2CCN(C(=O)CCCCCCCCCCNC(=O)[C@@H](CCC(=O)O)n3cc(CCCCCN)nn3)CC2)n1	nt	0.0%	-7.0	?	-14.6%	nt	-8.3%	nt	1.7%	nt	-1.8%
COc1ccc(CCN2CC(C(=O)N(C)CCOc3ccccc3)CCC2=O)cc1 (stereo not given)	nt	-1.1%	-14.9	6.5%	-1.3%	nt	-5.0%	5.7%	2.6%	nt	-5.0%
Clc1ccccc1Cc1noc(CN2CCN3CCCC3C2)n1 (stereo not given)	-0.1%	-0.7%	4.1	-47.3%[inhibitor]	-3.7%	9.7%	-7.8%	1.2%	0.0%	-0.1	-7.9%
CC(OC(=O)CNS(=O)(=O)c1ccc(C#N)cc1)C(=O)Nc1ccc(Cl)cn1 (stereo not given)	nt	0.0%	-8.0	2.5%	-3.5%	nt	1.4%	nt	0.7%	nt	-7.7%
COC(=O)c1ccc2c(=O)n(CCCN3CCCC3=O)c(=S)[nH]c2c1	11.3%	0.1%	10.4	-3.6%	-5.0%	-18.9%	?	-2.3%	8.0%	3.6	-5.7%
O=C(c1ccco1)N1CCN(Cc2nnc(-c3ccccc3)o2)CC1	-9.3%	-0.5%	-10.6	-4.2%	-6.9%	?	-7.0%	6.3%	nt	-0.2	-0.9%
CC1CCC(NC(=O)CN2CCN(S(=O)(=O)c3cccs3)CC2)CC1 (stereo not given)	nt	0.2%	-7.5	-1.4%	1.3%	nt	-0.2%	nt	-1.2%	nt	-2.5%
C=CCn1c(=O)c2c(nc3n2CC(C)CN3Cc2ccccc2)n(C)c1=O (stereo not given)	-1.1%[0.46 µM]	-0.2%	-17.8	-12.6%	-1.0%	-15.9%	?	-2.5%	-2.0%	-2.1	-1.0%
Cc1ccc(NC2c3ncccc3C(=O)N2C2CCCCC2)cc1C (stereo not given)	-4.8%	-0.3%	-16.2	7.1%	-10.6%	-1.0%	?	2.6%	-1.9%	0.0	-18.0%
Nc1ccc(Oc2ccc([N+](=O)[O-])cc2[N+](=O)[O-])cc1	8.2%	0.4%	1.6	-49.1%[inhibitor]	-1.1%	?	-4.4%	0.8%	-2.6%	-12.3	-8.3%
CN(CC(=O)Nc1ccccc1Br)C(=O)CCCSc1nc2ccccc2[nH]1	nt	0.1%	6.6	14.9%	3.1%	nt	?	nt	-1.1%	nt	0.3%
O=C(NC1CCCC1)C(c1cccnc1)N(CCc1ccccc1)C(=O)c1ccco1 (stereo not given)	-6.2%	0.1%	21.2	1.8%	1.8%	-26.7%	0.0%	-1.3%	4.8%	4.5	-5.5%
CC(C)(C)NC(=O)/C(=C\c1ccco1)NC(=O)c1cccs1	-0.6%	-0.8%	-5.3	-2.0%	-1.4%	2.6%	-1.3%	1.1%	1.3%	-0.4	-0.1%
CCOc1ccc(C(=O)/C=C/c2ccc(SC)cc2)cc1	-10.1%	0.4%	8.6	-18.8%	0.4%	28.9%	?	2.7%	134.2%[activator]	-1.6	-3.6%
CCOc1ccc(NS(=O)(=O)c2cc(NC(=O)c3cccc(C)c3)ccc2Cl)cc1	2.7%	-0.3%	8.0	-33.4%	6.6%	?	?	0.7%	?	-3.5	-0.1%
COC(=O)N/N=C/c1ccccc1OCc1ccccc1	-1.7%	0.2%	-14.7	7.6%	-1.6%	2.6%	-3.5%	-1.4%	1.6%	2.9	-0.5%
Cc1ccc(C)c2sc(N3CCN(C(=O)c4ccc([N+](=O)[O-])o4)CC3)nc12	nt	-0.1%	-15.1	-34.2%	-8.7%	nt	8.4%	nt	-4.3%	nt	-3.3%
Cc1cc2c(C)nc(N/N=C/c3ccc(F)cc3)nc2o1	-2.6%	-0.2%	12.8	18.5%	-8.7%	20.3%	?	-0.7%	1.9%	1.8	-5.7%
O=C(Oc1cc(=O)n2ccccc2n1)c1ccccc1	5.0%	-1.4%	12.9	15.0%	3.1%	-7.5%	-1.7%	1.6%	-4.4%	2.6	0.2%
CCOC(=O)c1csc(NC(=O)c2cc(OC)c(OC)c(OC)c2)n1	-1.1%	-0.8%	-14.4	15.8%	3.6%	-25.9%	?	0.7%	-3.6%	1.9	-5.0%
O=c1cc(O)nc(SCc2ccccc2)[nH]1	-30.5%	-0.8%	-9.6	-13.1%	-2.9%	11.6%	0.6%	-0.3%	-1.3%	4.4	-2.3%
O=C(O)CCn1cc(/C=N/O)c(-c2cccc([N+](=O)[O-])c2)n1	-1.2%	0.2%	10.4	7.9%	3.6%	-0.8%	3.0%	6.9%	3.6%	5.3	-7.0%
CCN1C(=O)c2ccc(C(=O)Nc3c(C)cc(C)cc3C)cc2C1=O	-4.2%[11.5 µM]	-0.8%	-11.4	2.9%	-10.5%	11.2%	2.8%	-1.7%	0.8%	-1.0	0.8%
COc1ccccc1N1CCN(c2ncnc3c2oc2ccccc23)CC1	-4.9%	0.4%	20.7	-11.2%	-1.2%	-8.3%	1.0%	-0.6%	-12.2%	1.2	-3.6%
CC1CCCCC1NC(=O)COc1cccnc1[N+](=O)[O-] (stereo not given)	nt	-0.3%	?	1.3%	-0.7%	nt	?	nt	-1.5%	nt	-1.2%
CCC(C(=O)NC(C)c1ccccc1)C(=O)NC(C)c1ccccc1 (stereo not given)	nt	-0.9%	-24.0	0.0%	-8.6%	?	0.4%	6.2%	2.5%	-1.6	1.3%
CC(C)CNC(=O)c1cccc(NC(=O)Cc2ccc(Br)cc2)c1	-0.7%	0.0%	-12.6	-15.3%	-4.3%	-15.3%	-2.3%	0.2%	-1.3%	6.2	0.4%
COc1ccc(N2C(=O)CCC(C(C)=O)=C2C)cc1	-2.6%	0.1%	-8.6	6.5%	-3.8%	0.7%	-1.0%	4.5%	0.5%	3.8	-4.7%
CCOc1ccc(NC(=O)CCS(=O)(=O)c2ccc(Br)cc2)cc1	nt	2.5%	-11.9	1.7%	15.1µM*	-6.7%	-2.3%	nt	-2.0%	-2.1	-0.2%
C=CCNC(=S)N1CCC(C(=O)c2ccc(C)cc2)CC1	nt	1.7%	-6.7	-37.1%[inhibitor]	-0.8%	-0.7%	0.6%	-5.9%	5.3%	7.0	-1.9%
CC(C)CCNC(=O)C(C)N(C(=O)c1snc(C(N)=O)c1N)c1cnc2ccccc2c1 (stereo not given)	4.5%	-1.0%	-12.7	-27.7%	2.7%	?	-11.4%	-0.5%	193.5%[activator]	1.8	-2.2%
O=[N+]([O-])c1cc(F)c(N2CCCCC2)cc1N1CCOCC1	4.3%	0.1%	10.1	-22.8%	-1.0%	6.7%	?	-0.1%	-13.4%	2.6	nt
O=c1cc2c(nn1Cc1ccccc1Cl)-c1ccccc1CC2	-1.0%	0.3%	12.6	-11.0%	1.6%	nt	-11.4%	-4.0%	-1.5%	1.9	0.4%

The list is partial; count on the stated rates, not on these rows.
